CHOP inhibitor: blocks CHOP induction under ER stress; CHO-K1 CHOP-promoter luciferase, tunicamycin-induced, 15-18 h; inhibition, % at 10 µM; 220,000 tested, 3.8% active;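 active = compounds that reduced the stress-induced luciferase reporter signal by more than about 70% of percent inhibition, limit read from the data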;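 also: 0% = tunicamycin plus vehicle and 100% = wells without tunicamycin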
TNF death inh: inhibitors of TNF-alpha induced necroptosis in Jurkat FADD-/- cells; Jurkat FADD-/- TNF necroptosis rescue, ATP luminescence, 24 h; 0 = TNF only, 100 = no-TNF cells; activation (protection from cell death), % at 10 µM; 220,000 tested, 0.068% active; AID 463075;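 active = activation, meaning protection from cell death, of at least 50% relative to plate controls; inactive = activation below 50%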;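 also: necroptosis triggered by 40 ng/mL TNF-alpha added together with compound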
PPC-1+TRAIL kill: PPC-1 cancer cell killing with TRAIL present | PPC-1 cells + TRAIL, ATPLite viability luminescence | cell killing (% activity), % at 4 µM | 220,000 tested, 0.41% active;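 active = cell killing above 50% in the first pass at 4 µM, then a duplicate retest at 5 µM averaging 50% or more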;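 also: plate controls were cells with TRAIL plus DMSO for no effect and medium-only wells lacking cells for full effect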
RBBP9 inh: inhibitors of human serine hydrolase RBBP9; inhibition, % at 7.94 µM; recombinant RBBP9, FP-Rh probe fluorescence polarization; O75884; 220,000 tested, 0.2% active;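 active = inhibition above the campaign mean of all tested compounds plus 3 SD, cut at about 14% in these data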;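 also: plate controls were DMSO wells with RBBP9 for no effect and wells lacking RBBP9 protein for full effect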
Target sequence (O75884 whole entry, looked up): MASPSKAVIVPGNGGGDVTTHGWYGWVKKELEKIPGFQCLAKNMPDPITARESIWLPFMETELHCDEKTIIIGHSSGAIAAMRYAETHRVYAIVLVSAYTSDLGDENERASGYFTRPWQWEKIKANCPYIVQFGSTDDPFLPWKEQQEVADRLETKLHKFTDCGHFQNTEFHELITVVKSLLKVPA
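System: RBBP9 protein / Buffer or medium: Tris/NaCl buffer pH 8.0 with 0.1% Pluronic / Probe or stimulus: Serine-hydrolase probe FP-Rh, 375 nM pre-mixing / Dosing: 7.94 µM single dose, 0.794% DMSO / Times: enzyme-compound preincubation 30 min, then probe labeling 45 min, 25 °C / Technique: fluorescence polarization (mP), excitation 525 nm, emission 598 nm / Replication: singlicate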
BaF3 parental: reduces parental Ba/F3 cell viability, JAK2V617F counter-screen. CellTiter-Glo ATP luminescence. inhibition, % at 5.6 µM. 220,000 tested, 1.1% active;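 active = inhibition above a per-campaign cutoff, the mean inhibition of all tested compounds plus 3 SD, cut at about 27% in these data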;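 also: 0% = DMSO wells and 100% = JAK Inhibitor I control wells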
Wee1 stabilizer: human Wee1 degradation inhibition, primary screen; HeLa Luc-Wee1K328M stability, luciferase luminescence; 100% = proteasome inhibitor MG132 effect; reporter increase, % at 5 µM; 220,000 tested, 1.2% active; P30291;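 active = activation above the mean of all tested compounds plus 3 SD, set per screening run, cut at about 8.8% in these data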;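 also: cells exposed to compound for 20 h before luminescence read; 0% = DMSO alone and 100% = MG132 at 30 µM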
TRPML3 agonist: agonists of human TRPML3 channel. Q8TDD5. HEK293 TRPML3-YFP, Fluo-8 calcium fluorescence; 100% = the carbachol control signal. activation, % at 3 µM. 220,000 tested, 0.29% active. AID 1448;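 active = activation above its plate's cutoff, the mean activation of the plate's test wells plus 3 SD, cut at about 12% in these data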;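 also: 0% = DMSO only wells and 100% = carbachol wells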
Target sequence (Q8TDD5 whole entry, looked up): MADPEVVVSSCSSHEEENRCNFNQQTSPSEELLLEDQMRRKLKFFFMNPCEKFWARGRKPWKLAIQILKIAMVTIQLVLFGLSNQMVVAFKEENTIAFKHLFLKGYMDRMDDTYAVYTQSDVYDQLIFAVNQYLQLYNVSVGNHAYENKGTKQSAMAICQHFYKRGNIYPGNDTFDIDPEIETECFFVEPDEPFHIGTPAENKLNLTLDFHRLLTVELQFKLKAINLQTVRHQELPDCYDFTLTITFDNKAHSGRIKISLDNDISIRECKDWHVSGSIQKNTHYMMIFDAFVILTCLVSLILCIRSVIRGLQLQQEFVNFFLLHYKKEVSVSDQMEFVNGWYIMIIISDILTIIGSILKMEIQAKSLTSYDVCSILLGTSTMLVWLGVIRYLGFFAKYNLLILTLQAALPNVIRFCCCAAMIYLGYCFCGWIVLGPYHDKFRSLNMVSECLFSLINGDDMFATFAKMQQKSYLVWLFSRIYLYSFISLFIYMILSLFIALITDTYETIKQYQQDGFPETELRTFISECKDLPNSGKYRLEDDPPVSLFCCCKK
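Material: HEK293 cells stably carrying human TRPML3-YFP; compound dosing: single dose, 3 µM final nominal compound, 0.3% DMSO final; incubation: 1-h 37 °C dye load, 5-s basal, 120-s post-compound reads; technique: Fluo-8 intracellular calcium fluorescence, excitation 470-495 nm, emission 515-575 nm; read-out basis: percent activation from peak-to-basal fluorescence ratio, scaled between DMSO and carbachol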
Ba/F3 V617F tox: reduce viability of Ba/F3 cells dependent on JAK2V617F; Ba/F3 EpoR-JAK2V617F viability, ATP luminescence; inhibition, % at 5.6 µM; 220,000 tested, 1.1% active; AID 1446;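 active = inhibition above the campaign mean plus 3 SD over all tested compounds, cut at about 24% in these data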;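 also: cytokine-independent growth of Ba/F3 cells driven by EpoR plus mutant JAK2; 0% = DMSO-treated cells and 100% = JAK inhibitor I control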
TRPN1 ag: zebrafish TRPN1 (NompC) channel agonism | HEK293 zebrafish TRPN1-YFP, Fluo-8 calcium fluorescence; 100% = response to 87 µM carbachol | activation, % at 3 µM | 220,000 tested, 0.18% active | AID 1424;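 active = activation above its plate's cutoff, the mean activation of test wells on that plate plus 3 SD, cut at about 19% in these data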;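 also: 0% = DMSO alone and 100% = 87 µM carbachol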
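Material: zebrafish TRPN1-YFP in HEK293 cells. Doses: one dose of 3 µM, 0.3% DMSO. Incubation: dye 1 h 37 °C plus 30 min RT. Measured by: intracellular calcium fluorescence with Fluo-8.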
Active calls of the source: *; . = not tested or not shown.

SMILES	CHOP inhibitor	TNF death inh	PPC-1+TRAIL kill	RBBP9 inh	BaF3 parental	Wee1 stabilizer	TRPML3 agonist	Ba/F3 V617F tox	TRPN1 ag
CCOC(=O)CNC(=O)CSc1nnc(SCC(=O)NCC(=O)OCC)s1	8	-3.8	27	-6	2	-3	0.6	-1	1.9
COc1cccc(-n2c(SCC(=O)N3CCCC3)nc3c([nH]c4ccccc43)c2=O)c1	.	-0.6	.	-1	1	4	1.1	-4	-0.3
O=C(Cn1c(C(F)(F)F)nc2ccccc21)N=Nc1c(O)[nH]c2ccc(Br)cc12	106*	-0.4	29	-3	0	4	0.7	-6	-0.7
CCOc1ccccc1C1CC(c2ccc(F)cc2)Nc2nc(N)nn21 (stereo not given)	-2	-0.1	14	-6	0	-3	1.4	-1	3.5
N#CCc1nn(-c2ccccc2)c2ncnc(N)c12	27	-1.3	14	-1	3	-1	-0.4	-4	-0.5
O=C(Nc1ccc2c(c1)OCO2)c1ccc(Cl)nc1	12	1.0	1	4	9	-1	1.1	1	-0.9
CCC(C)(C)n1nnnc1CN1CCC(O)(c2cccc(C(F)(F)F)c2)CC1	21	3.6	.	-6	2	-1	-0.1	-4	1.4
Cc1cc(/C=N/n2cnnc2)c(C)n1-c1ccc(OCc2ccc(Cl)cc2)cc1	99*	-11	-3	4	7	0	0.3	0	0.3
CC1=Nc2cc(C(=O)O)ccc2Sc2ccc(C)cc21	6	-0.4	-20	0	2	0	1.1	-1	1.4
COc1ccc(NC(=O)CSc2nnc(Cc3cccn3C)n2-c2ccc(OC)cc2)cc1	3	1.0	7	-6	6	-1	-0.5	0	-1.2
COc1ccccc1-n1cnc2cc(C(=O)NCC3CCCO3)ccc21 (stereo not given)	-5	0.6	21	0	3	0	0.2	0	0.5
COc1ccc(N(C(=O)c2cccc([N+](=O)[O-])c2)S(=O)(=O)c2cccs2)cc1	27	9.1	28	-4	2	2	-0.1	-3	-1.2
Cc1cccc(-n2c(SCC(=O)N3CC(=O)Nc4ccccc43)nc3ccccc3c2=O)c1C	28	4.1	22	-10	7	0	2.2	2	9.8
CCc1ccc(-c2csc3ncn(CC(=O)N4CCOCC4)c(=O)c23)cc1	55	-2.0	30	-2	-2	-1	0.2	-4	1.0
Cn1c2ccccc2c(=O)c2c(=O)n(C3CCCCCC3)c(C3CCCCC3)nc21	105*	-8.3	16	2	9	0	1.0	-4	0.0
O=C(Nc1ccc(F)cc1)Nc1ccccc1C(=O)NCCN1CCNC1=O	8	-0.9	-6	-11	-1	-2	-0.3	0	-1.5
COc1ccc(-c2cn3c(C)c(C(=O)NC(C)C)sc3n2)cc1	3	-3.3	9	-10	6	-2	0.7	-1	1.9
N#CC1=C(N)SC(N)=C(C#N)C1CCC1CCCCC1	24	0.5	26	-11	8	-1	6.9	10	12
CC(C)N1CCN(Cc2cnc(N3CCCC3)s2)CC1CCO (stereo not given)	-1	0.1	8	-5	2	-3	1.0	-4	1.8
O=C1CN(C(=O)c2ccc(Cl)nc2)c2ccccc2N1	17	1.0	16	-1	0	-2	0.5	-2	-0.1
O=C(CSCc1ccccc1Cl)NN1C(=O)c2ccccc2C1=O	18	-3.8	26	-4	1	-2	-0.1	2	-0.2
Cc1c(N2C(=O)/C(=C3/C(=O)N(C)c4ccccc43)SC2=S)c(=O)n(-c2ccccc2)n1C	45	-5.4	-11	-8	5	-1	0.3	-2	1.6
Cc1[nH]c2ccccc2c1C(=O)COC(=O)Cn1c(C)nc2ccccc21	24	-1.5	28	-2	4	0	2.6	3	7.8
Cc1c(Br)ccc(NC(=O)c2ccccc2[N+](=O)[O-])c1C	9	-0.4	-15	7	0	4	0.0	-1	-2.1
COc1ccccc1Nc1nnc(SCc2cc(=O)n3ccsc3n2)s1	-20	-2.0	7	-2	10	-1	-0.3	1	0.0

The last 2 records of the section before open the next one:
SMILES	CHOP inhibitor	TNF death inh	PPC-1+TRAIL kill	RBBP9 inh	BaF3 parental	Wee1 stabilizer	TRPML3 agonist	Ba/F3 V617F tox	TRPN1 ag
Cc1c(Br)ccc(NC(=O)c2ccccc2[N+](=O)[O-])c1C	9	-0.4	-15	7	0	4	0.0	-1	-2.1
COc1ccccc1Nc1nnc(SCc2cc(=O)n3ccsc3n2)s1	-20	-2.0	7	-2	10	-1	-0.3	1	0.0
CCCOc1ccc(/C(O)=C2/C(=O)C(=O)N(CCN(C)C)C2c2ccncc2)cc1 (stereo not given)	.	-0.1	.	-9	3	-3	0.9	3	0.7
O=C(Nc1nc(-c2ccccn2)cs1)C1CCCC1	-85	0.8	19	3	0	0	0.7	-5	1.1
O=C(c1ccccc1)c1c[nH]c(C(=O)NCCCn2ccnc2)c1	14	-0.6	-26	-3	1	0	0.6	-4	1.2
O=C(Cn1c(SCC(=O)N2CCc3ccccc32)nc2ccccc21)NC1CCCC1	19	0.5	2	-5	2	-1	-0.2	1	-0.1
Cc1cccn2cc(CCNC(=O)c3ccc(Br)o3)nc12	-7	-0.5	15	-6	7	5	0.6	-1	1.1
Cc1ccsc1C(=O)C1CCCN(Cc2cccn2-c2ccc(Cl)cn2)C1 (stereo not given)	-2	0.5	31	3	3	3	-0.4	-1	-1.8
C=CCn1c(-c2ccc(OC)c(OC)c2)cs/c1=N\c1ccccn1	8	-0.8	21	-6	6	-2	-0.6	1	0.8
CCNS(=O)(=O)c1ccc(C(=O)Nc2ccccc2)cc1	11	1.9	-7	-4	5	1	0.5	-1	-0.1
COc1ccccc1CC(=O)NCc1ccc2c(c1)OCO2	1	-2.0	1	-5	5	4	0.1	2	-0.4
COc1ccc(/C=C2\CCc3ccccc3C2=O)cc1Cn1cccn1	27	0.4	-15	-7	7	3	-1.0	-1	2.4
COC(=O)CN1C(CN2CCOCC2)=Nc2ccc(Br)cc2C1c1ccccc1 (stereo not given)	-8	-1.5	12	-1	-2	3	1.3	-1	2.5
C=CCc1cccc(CNc2nc3ccccc3n2CCN2CCOCC2)c1O	50	3.1	15	-3	6	1	1.2	1	2.2
O=C(O)c1cc([N+](=O)[O-])ccc1N1CCCCC1	-2	0.3	15	-6	9	0	0.8	2	0.6
Nc1ncnc(Nc2cccc(F)c2)n1	11	2.5	13	2	1	-2	0.7	-2	1.0
CC(C)CC(=O)NC(NCC1CCCO1)C(Cl)(Cl)Cl (stereo not given)	-20	-3.1	19	-4	1	0	0.1	1	0.7
CCCCOc1ccc(/C=c2\sc3ncnn3c2=O)cc1	-1	-13	-22	-7	0	-3	0.4	-2	1.2
O=C(O)Cc1ccc(-c2ccccc2)cc1	11	0.9	10	-5	6	-1	0.6	-3	0.9
Cc1cc(C(=O)CN2C(=O)NC3(CCCc4sccc43)C2=O)c(C)n1-c1ccccc1 (stereo not given)	0	5.6	3	-7	0	4	1.2	-4	1.9
N#C/C(=C(/O)COC(=O)COc1ccc(Cl)cc1)c1nc2ccccc2[nH]1	59	6.0	-3	2	7	0	1.9	-4	1.9
CC(C)OC(=O)Nc1ccc2c(c1)N(C(=O)CCN1CCOCC1)c1ccccc1CC2	16	0.7	.	6	1	-4	0.4	-4	0.5
CCCCCCCCCc1nc2sc3c(c2c(=O)n1NC(=O)c1ccc([N+](=O)[O-])cc1)CC(C)(C)OC3	21	1.1	11	-4	2	1	0.8	0	2.3
Cn1c(CO)cnc1SCC(=O)c1ccc(Cl)cc1	15	-3.4	-18	-6	2	2	0.3	2	0.0
O=C(OCCCCN1C(=O)c2ccccc2C1=O)c1n[nH]c2ccccc12	23	-0.8	-12	-8	0	-3	-0.3	-4	1.0
c1ccc(N2CCCCC2)c(Nc2nc3ccccc3n3cnnc23)c1	19	-4.3	-5	-4	0	-2	0.8	-1	0.9
COc1ccc(NC(=S)NC(NC(=O)c2cccc3ccccc23)C(Cl)(Cl)Cl)c([N+](=O)[O-])c1 (stereo not given)	66	-1.5	-4	-35	6	-4	2.6	-2	1.7

Part of the list above, limited to PPC-1+TRAIL kill:
mol	PPC-1+TRAIL kill
CCCCCCCCCc1nc2sc3c(c2c(=O)n1NC(=O)c1ccc([N+](=O)[O-])cc1)CC(C)(C)OC3	11
Cn1c(CO)cnc1SCC(=O)c1ccc(Cl)cc1	-18
O=C(OCCCCN1C(=O)c2ccccc2C1=O)c1n[nH]c2ccccc12	-12

(more compounds)
SMILES	CHOP inhibitor	TNF death inh	PPC-1+TRAIL kill	RBBP9 inh	BaF3 parental	Wee1 stabilizer	TRPML3 agonist	Ba/F3 V617F tox	TRPN1 ag
NNC(=O)c1oc2nc(-c3ccccc3)cc(-c3ccco3)c2c1N	-41	-5.5	-1	4	2	4	0.9	-4	0.4
CCCCNC(=S)NNC(=O)c1csc(C)c1CC	8	1.7	-1	-2	-1	-3	-0.1	-3	-0.8
O=C(OC(C(=O)NCc1ccco1)C(OC(=O)c1ccccc1)C(=O)NCc1ccco1)c1ccccc1 (stereo not given)	94*	0.9	8	-3	9	-1	-0.8	0	-3.4
CC(=O)NCCOC(=O)Nc1sc(=S)n(C)c1C	4	-1.2	19	-8	8	1	-0.4	0	-0.2
CCOC(=O)C1(C(F)(F)F)N=C(C(F)(F)F)Nc2ccc(F)cc21 (stereo not given)	20	-0.4	-2	1	3	0	0.3	1	-1.1
CCCC(=O)Nc1cc(C(=O)O)ccc1Sc1ccc(C)cc1	10	0.2	9	-8	-1	-1	0.9	-2	-0.7
Cc1c(NC2(C#N)CCCCC2)c(=O)n(-c2ccccc2)n1C	11	0.5	0	-5	2	-1	1.1	-1	1.2
CC(C)(C)NC(=O)CN(C(=O)C1(C)CC(=O)N=C2C=CC=CN21)C1CCCC1 (stereo not given)	-10	-1.3	-6	-9	-3	-3	0.4	-4	2.0
CC1(C)CC(=O)C(Sc2nnc(-c3ccc(O)cc3)n2CC2CCCO2)C(=O)C1 (stereo not given)	-10	-2.6	13	-3	4	-2	1.5	-2	1.1
CNc1nc(OC)nc(N2CCOCC2)n1	7	-1.8	16	-2	0	1	0.1	4	0.6
Cc1cccc(N/N=C(\C(N)=O)C2=NC(C)(C)Cc3ccccc32)c1	67	1.5	22	2	7	-1	0.4	1	-2.2
COc1ccc(N=C2S/C(=C\c3ccc(N4CCOCC4)o3)C(=O)N2CCc2c[nH]c3ccccc23)cc1	37	-15	45	10	3	0	0.5	0	1.9
Cc1cc(S(=O)(=O)n2cnc3ccccc32)c(C)cc1Cl	19	-0.3	21	2	5	3	0.7	2	-0.4
Cc1cc(Br)ccc1OCCCCN1CCCCC1	-4	3.9	16	5	3	1	0.7	-1	-0.4

Compound activity (PubChem)
